Assay outcomes deposited in PubChem by National Center for Advancing Translational Sciences (NCATS).
Vif-A3F inh = inhibitors of Vif-A3F interaction. HeLa A3F-eYFP + Vif (tagged APOBEC3F with the HIV-1 protein that degrades it), YFP fluorescence increase. Potency, µM (doses to about 46.1 µM), for the others: at the highest dose activity, negative = active. 0.2% of 390,000 active. AID 602313; further: potency means the concentration at half of the fitted maximal effect; % of control where 0% means no effect; nearly all actives have a fitted effect of over 65% in size
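HeLa cells stably expressing Vif plus C-terminally eYFP-tagged A3F were seeded, incubated overnight at 37 deg C, dosed with compound, incubated overnight again at 37 deg C. Yellow fluorescence (Ex 488/Em 500-530) reported blocked Vif-mediated A3F-eYFP degradation.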
USP1 inh = blocks the human USP1/UAF1 deubiquitinase complex | O94782 | recombinant USP1/UAF1, Ub-Rhodamine cleavage fluorescence | Potency, µM (doses to about 57.1 µM), for inactives: at the top dose activity change, negative = inhibition, actives largely listed as inhibitors | 0.23% of 390,000 active; further: potency means the concentration at half of the fitted maximal effect; on the % scale 0 is the no-effect control and ±100 the full control effect; nearly all actives have a fitted effect of over 60% in size; inactives centre near -12
Target sequence (O94782 whole entry, looked up): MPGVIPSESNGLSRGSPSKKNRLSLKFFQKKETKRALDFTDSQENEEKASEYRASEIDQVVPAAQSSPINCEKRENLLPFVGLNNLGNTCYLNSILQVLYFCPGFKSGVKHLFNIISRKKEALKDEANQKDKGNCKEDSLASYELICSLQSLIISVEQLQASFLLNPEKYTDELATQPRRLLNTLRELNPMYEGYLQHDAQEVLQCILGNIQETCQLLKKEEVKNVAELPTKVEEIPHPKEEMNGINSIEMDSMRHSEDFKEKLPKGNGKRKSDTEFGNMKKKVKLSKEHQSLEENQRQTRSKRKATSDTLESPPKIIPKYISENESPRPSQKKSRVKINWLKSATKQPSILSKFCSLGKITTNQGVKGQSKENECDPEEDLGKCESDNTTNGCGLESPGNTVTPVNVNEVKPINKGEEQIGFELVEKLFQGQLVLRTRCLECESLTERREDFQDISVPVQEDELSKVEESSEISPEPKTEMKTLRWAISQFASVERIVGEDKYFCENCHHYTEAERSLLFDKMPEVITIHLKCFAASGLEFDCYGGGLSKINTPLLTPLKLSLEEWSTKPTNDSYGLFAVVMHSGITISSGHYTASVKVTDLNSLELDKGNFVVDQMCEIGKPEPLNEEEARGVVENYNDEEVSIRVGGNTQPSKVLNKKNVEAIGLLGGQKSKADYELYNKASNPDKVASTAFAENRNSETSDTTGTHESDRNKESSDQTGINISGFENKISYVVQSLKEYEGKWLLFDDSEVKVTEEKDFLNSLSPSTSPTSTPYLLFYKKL
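USP1/UAF1 complex (1 nM) preincubated 15 min at room temperature with compound, then Ub-Rho substrate (150 nM final) added. Kinetic fluorescence at 480/540 nm over 6 reads at 60 s intervals; 50 mM HEPES pH 7.8, 0.5 mM EDTA, 0.1 mg/ml BSA, 1 mM TCEP, 0.01% Tween-20.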
mIDH1 inhibitor = human IDH1 R132H inhibition; O75874; IDH1-R132H enzyme, NADPH consumption, diaphorase/resazurin fluorescence; Potency, µM (doses to about 76.6 µM), inactives show at the highest dose activity change, negative = inhibition, hits mostly inhibitors; 0.093% of 390,000 active; AID 602179; further: potency means the concentration at half of the fitted maximal effect; on the % scale 0 is the no-effect control and ±100 the full control effect; nearly all actives have a fitted effect of over 65% in size
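IDH1-R132H (0.5 ug/mL dispensed) in pH 7.5 Tris buffer was preincubated 30 min with compound, then given a substrate mix of 0.016 mM NADPH and 2 mM alpha-KG for 80 min at room temperature; remaining NADPH was read by diaphorase/resazurin fluorescence.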
RGS4 inhibitor = blocks human RGS4-accelerated GTP hydrolysis; P49798; Transcreener GDP fluorescence polarization, RGS4-accelerated GTP hydrolysis; Potency, µM (highest dose often 114 µM), without a hit: at the top dose activity change, negative = inhibition, actives largely listed as inhibitors; 0.039% of 390,000 active; AID 504845; further: potency means the concentration at half of the fitted maximal effect; on the % scale 0 is the no-effect control and ±100 the full control effect; nearly all actives have a fitted effect of over 75% in size; some results filed as inactive show a strong effect at the top dose
Target sequence (P49798 whole entry, looked up): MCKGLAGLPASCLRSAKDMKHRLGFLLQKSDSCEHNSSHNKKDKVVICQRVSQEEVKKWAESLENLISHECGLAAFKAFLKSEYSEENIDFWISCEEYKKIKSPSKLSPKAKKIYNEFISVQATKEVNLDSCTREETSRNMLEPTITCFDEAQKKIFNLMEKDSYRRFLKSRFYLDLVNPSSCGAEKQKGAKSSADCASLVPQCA
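MLSMR compounds (23 nl, pin-transferred) preincubated 10 min at room temperature with a 500nM (2x) first reagent, then RGS4 at 900nM (2x) plus Transcreener GDP mix added; fluorescence polarization (620/688 nm) read before and after 90 min at 30 °C.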
Glioma ERSR ind = induces the endoplasmic reticulum stress response in human glioma cells; Potency, µM, without a hit: top-dose activation, actives largely listed as activators; 0.02% of 420,000 active; U87-MG GRP78 promoter luciferase reporter, 16 h; further: potency means the concentration at half of the fitted maximal effect; series mostly up to about 76 µM; % of control where 0% means no effect; nearly all actives have a fitted effect of over 35% in size
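ERSR induction read as luciferase luminescence (Bright-Glo, 10 min at room temperature) in stably transfected human U87-MG glioma cells exposed to compounds for 16 h, using GRP78 as sensor.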
LDHA block = LDHA (human) enzyme inhibition; activity change, % (values are at about 110 or 230 µM); AID 1347041; purified LDHA, NADH/diaphorase-resazurin fluorescence; hits give low values; 0.15% of 480,000 active; in the data active means activity change below about -30%; inconclusive means mostly about -25% to -30%;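 further: plate controls were DMSO wells for no effect and wells without enzyme for full effect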
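LDH5 2 nM; NADH 0.06 mM, pyruvate 0.2 mM; 200 mM Tris pH 7.4, EDTA, Tween-20; 5 min RT. Detection: diaphorase 0.133 mg/mL + resazurin 37 µM, fluorescence ex540/em590 at 0 and 20 min; normalized to enzyme-free and DMSO wells.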
Vif-APOBEC3G blk = Vif-A3G binding inhibition; HeLa A3G-eYFP + Vif (tagged APOBEC3G with the HIV-1 protein that degrades it), YFP fluorescence, overnight; 0.076% of 410,000 active; Potency, µM (highest dose often 46.1 µM), inactives show top-dose activity, negative = active, usual class: inhibitors;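 further: potency means the concentration at half of the fitted maximal effect; on the % scale 0 is the no-effect control and ±100 the full control effect; nearly all actives have a fitted effect of over 60% in size; hits raise eYFP signal because A3G escapes Vif-driven loss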
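HeLa cells stably expressing Vif and C-terminally eYFP-tagged A3G, seeded overnight at 37 deg C, then exposed to compound by pintool overnight at 37 deg C. Rise in yellow fluorescence (Ex 488/Em 500-530, Acumen) marks blocked Vif-driven A3G degradation.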
TrxR1 inh = inhibitors of rat thioredoxin reductase 1; O89049; recombinant rTrxR1, NADPH fluorescence consumption, selenite substrate; Potency, µM (highest dose often 114 µM), without a hit: at the highest dose activity change, negative = inhibition, usual class: inhibitors; 1% of 390,000 active; AID 588453; further: potency means the concentration at half of the fitted maximal effect; on the % scale 0 is the no-effect control and ±100 the full control effect; nearly all actives have a fitted effect of over 65% in size
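Rat TrxR1 (90 nM in the dispensed reagent) was pre-reduced with 400 uM NADPH for 5 min at room temperature, then incubated with compound for 15 min. After 400 uM selenite was added, NADPH fluorescence (Ex 340/Em 450 nm) was followed for 8 min.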
TrxR1 substrate = is turned over as a substrate by rat TrxR1; O89049; purified TrxR1 substrate turnover, NADPH consumption readout; Potency, µM (series often up to 114 µM), inactives show top-dose activity change, negative = substrate turnover; 0.01% of 390,000 active; further: potency means the concentration at half of the fitted maximal effect; on the % scale 0 is the no-effect control and ±100 the full control effect; nearly all actives have a fitted effect of over 50% in size
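Rat TrxR1, dispensed at 90 nM, was prereduced with 400 uM NADPH (final) for 5 min at ~22 deg C, then incubated with compound 15 min before 400 uM selenite. A first-read NADPH fluorescence drop versus no-compound background flagged substrates.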
Numbers without * were called inactive; ? = inconclusive; nt = no result given; & = joins results of further samples; [ ] = another dose, or the depositor's remark. Unless noted, the call rests on the fitted dose curve; in most records, active means well fitted curve in the direction sought with a large enough effect; inconclusive means small, poorly fitted or top-dose-only effect, or another doubt; inactive means no such curve, though single readings can be large; an effect the other way counts as inactive or inconclusive.

The first four records as a preview:
SMILES	Vif-A3F inh	USP1 inh	mIDH1 inhibitor	RGS4 inhibitor	Glioma ERSR ind	LDHA block	Vif-APOBEC3G blk	TrxR1 inh	TrxR1 substrate
CC1CCc2cccc3c(O)cc(=O)n1c23 (stereo not given)	-0.5%	-10.6%	2.5%	2.5%	0.6%	-5.9	1.8%	14.6%	-3.9%
CNS(=O)(=O)c1cn(CC(=O)Nc2cccc(C(F)(F)F)c2)cc1S(=O)(=O)NC	1.0%	-12.5%	13.1%	3.2%	-3.3%	-0.5	1.1%	27.5%	-0.3%
CC(C)c1ccc(NC2CCCN(C(=O)c3cc(C(C)C)nc(N)n3)C2)cc1 (stereo not given)	3.9%	-21.8%	2.4%	-20.2%[56.9 µM]	6.0%	0.3	-0.4%	4.2%	-7.2%
COc1ccc([N+](=O)[O-])cc1/C=N/NC(=O)Cc1ccccc1	4.7%	-20.6%	2.7%	-27.4%	2.6%	1.2	-0.6%	6.8%	-5.4%

The whole of this part, from the first entry:
SMILES	Vif-A3F inh	USP1 inh	mIDH1 inhibitor	RGS4 inhibitor	Glioma ERSR ind	LDHA block	Vif-APOBEC3G blk	TrxR1 inh	TrxR1 substrate
CC1CCc2cccc3c(O)cc(=O)n1c23 (stereo not given)	-0.5%	-10.6%	2.5%	2.5%	0.6%	-5.9	1.8%	14.6%	-3.9%
CNS(=O)(=O)c1cn(CC(=O)Nc2cccc(C(F)(F)F)c2)cc1S(=O)(=O)NC	1.0%	-12.5%	13.1%	3.2%	-3.3%	-0.5	1.1%	27.5%	-0.3%
CC(C)c1ccc(NC2CCCN(C(=O)c3cc(C(C)C)nc(N)n3)C2)cc1 (stereo not given)	3.9%	-21.8%	2.4%	-20.2%[56.9 µM]	6.0%	0.3	-0.4%	4.2%	-7.2%
COc1ccc([N+](=O)[O-])cc1/C=N/NC(=O)Cc1ccccc1	4.7%	-20.6%	2.7%	-27.4%	2.6%	1.2	-0.6%	6.8%	-5.4%
Cc1ccc(/C=N/NC(=O)CC2N=C(Cc3ccccc3)NNC2=O)cc1 (stereo not given)	-1.8%	-11.6%	-2.9%	8.4%	0.1%	-10.5	0.7%	3.3%	-1.1%
CC1=C(C(=O)N2CCN(c3ccccc3)CC2)C2(CCCCC2)OC1=O	nt	-13.1%	nt	-18.1%	nt	-0.6	nt	30.9%	4.4%
CC(C)c1ccc(NC(=O)CN2C(=O)CCc3cc(S(=O)(=O)N4CCOCC4)ccc32)cc1	1.5%	?	-0.7%	8.9%	0.9%	-2.6	0.9%	12.0%[57.1 µM]	2.5%[57.1 µM]
CCOc1ccc(-n2cnnn2)cc1S(=O)(=O)NC1CC1	-2.6%	-4.1%	-7.9%	17.9%	-5.7%	-3.2	2.0%	-4.4%	-7.1%
Cc1ccc(-n2ncc3c(=O)n(Cc4cccnc4)cnc32)cc1	-6.9%	-16.0%	5.3%	-38.1%	2.1%	-0.2	0.3%	-12.0%	-5.9%
Nc1c(-c2nc(-c3ccccc3Cl)no2)nnn1-c1ccccc1C(F)(F)F	1.4%	3.3%	6.6%	6.4%	-1.1%	4.7	-0.5%	25.0%	2.0%
CCc1cccc(NC(=O)C2CCN(c3ncnc4sc(C)c(C)c34)CC2)c1	0.9%	?	-14.3%	15.6%	-2.5%	-11.1	2.6%	27.4%	-0.9%
COc1ccc2c3c(cccc13)C(=O)N(O)C2=O	-3.2%	2.9%	5.6%	12.3%	-5.2%	11.1	-24.1%	3.2%	17.4%
CCOC(=O)CC(NC(=O)Cc1ccccc1)c1ccccc1Cl (stereo not given)	3.1%	-13.7%	1.7%	14.1%	-2.4%	-2.6	0.0%	1.3%[57.1 µM]	0.7%[57.1 µM]
Cc1ccc(C)c(Cn2c(=O)n(C)c(=O)c3sccc32)c1	7.8%	4.5%	4.9%	23.6%	-4.9%	-10.6	-0.3%	-6.6%[57.1 µM]	-6.9%[57.1 µM]
O=C(NC(=S)NCC1CCCO1)c1ccc(Cl)cc1Cl (stereo not given)	1.5%	-20.2%	-0.3%	-6.9%	-0.2%	-2.5	-4.2%	-2.2%	-2.7%
Cc1ccc(C)c(OCC(=O)Nc2ccc(S(=O)(=O)Nc3ncccn3)cc2)c1	-3.0%	0.1%	-3.0%	2.0%	-4.2%	-3.3	-5.7%	3.1%	-1.5%
Cn1cc(SCC(N)=O)c2ccccc21	0.9%	-19.9%	2.3%	-18.6%	-3.6%	-1.3	0.1%	17.3%[57.1 µM]	3.9%[57.1 µM]
COc1ccccc1CCNS(=O)(=O)c1cc2c3c(c1)C(C)C(=O)N3CCC2 (stereo not given)	-18.5%	-4.2%	5.5%	20.9%	-7.4%	-2.8	-2.0%	14.0%	-4.1%
Cc1cccc(Cc2c(C)nc3nc(SCC(=O)NCc4ccccc4)nn3c2C)c1	1.1%	-17.2%	2.9%	-22.1%	-3.4%	1.2	?	7.9%	9.6%[2.29 µM]
Cc1cc(C(=O)NC2CCCc3ccccc32)ccc1[N+](=O)[O-] (stereo not given)	-22.9%	-4.8%	3.6%	-3.2%	-2.7%	-1.6	0.3%	15.9%	2.5%

Brought forward from above: 2 compounds, followed by the next part.
SMILES	Vif-A3F inh	USP1 inh	mIDH1 inhibitor	RGS4 inhibitor	Glioma ERSR ind	LDHA block	Vif-APOBEC3G blk	TrxR1 inh	TrxR1 substrate
Cc1cccc(Cc2c(C)nc3nc(SCC(=O)NCc4ccccc4)nn3c2C)c1	1.1%	-17.2%	2.9%	-22.1%	-3.4%	1.2	?	7.9%	9.6%[2.29 µM]
Cc1cc(C(=O)NC2CCCc3ccccc32)ccc1[N+](=O)[O-] (stereo not given)	-22.9%	-4.8%	3.6%	-3.2%	-2.7%	-1.6	0.3%	15.9%	2.5%
CCOC(=O)Nc1nnc(-c2ccc(OC)c(OC)c2)s1	0.7%	-9.6%	0.1%	23.9%	-5.0%	-10.4	1.4%	14.9%[57.1 µM]	56.6%[activator][57.1 µM]
O=C(C1CCN(C2CCN(Cc3ccc4cc(F)ccc4n3)CC2)CC1)N1CCCC1	-0.5%	-12.7%	-4.0%	14.3%	-3.1%	-5.5	-12.1%	18.7%	5.1%
CC(C)C(OC(=O)C1CCCO1)C(=O)NC1CCCC1 (stereo not given)	-4.8%	-5.1%	3.4%	16.5%	-3.9%	-7.7	0.0%	23.4%	9.9%
Oc1ccc(/C=N/Nc2nc(-c3cccnc3)nc3ccccc23)c(O)c1	-5.5%	-17.3%	-3.3%	12.5%[11.4 µM]	4.9%	-1.7	-9.2%	29.0%	5.2%
CC1(C)O[C@@H]2[C@H](O1)[C@@H](CO)O[C@H]2n1cnc2c(N)ncnc21	0.4%	?	0.0%	4.9%	-1.3%	-1.7	5.2%	20.5%	6.8%
Cc1occc1C(=O)Nc1nnc(-c2ccncc2)s1	-18.9%	-0.5%	5.0%	-2.8%	6.8%	-8.9	-0.6%	-8.3%[57.1 µM]	15.6%[57.1 µM]
CCOC(=O)c1c(NC(=O)Cn2nnc(-c3ccc(Cl)cc3)n2)sc(C)c1C	6.7%	-2.3%	-5.0%	-34.3%	-4.5%	-5.9	0.8%	-1.0%	0.3%
CN(C)Cc1c(C(=O)N/N=C/c2ccncc2)nnn1-c1nonc1N	-17.1%	-3.0%	10.0%	-15.1%	2.2%	-12.6	-0.6%	9.4%[57.1 µM]	1.5%[57.1 µM]
CCN(CC(=O)Nc1c(F)cccc1F)C(=O)CCSc1ccc(C)cc1	0.7%	-16.1%	4.9%	-34.7%	-2.2%	-3.1	-1.3%	15.3%	2.3%
CCNS(=O)(=O)c1ccc(NC(=O)Cn2nc(C(F)(F)F)cc2C)cc1	5.5%	-15.4%	1.5%	-17.0%	0.5%	-2.8	1.3%	6.4%	1.0%
Cc1ccc(Nc2nnc(C)c(=O)[nH]2)cc1	-5.8%	-1.3%	13.2%	?	0.4%	-11.7	-6.2%	10.4%[57.1 µM]	3.7%
Cc1cccc(-c2cc(NC(=O)C(C)(C)C)n(-c3ccccc3)n2)c1	-5.4%	-30.4%	2.3%	14.4%	0.4%	-1.5	-5.5%	20.3%[57.1 µM]	-2.2%[57.1 µM]
COCCCNC(=O)CCC(=O)NNc1nc2ccccc2c2nc(C)nn12	2.0%&0.3%	-8.0%&-16.1%	4.3%&28.0%	-3.5%&9.1%	-1.5%&-3.8%	-1.3&0.1	-0.7%&6.5%	12.1%&29.7%	0.9%&5.0%
Cn1cc(CN2CCC(n3nccc3NC(=O)CCc3ccccc3)CC2)cn1	1.3%	-18.7%	-0.2%	-7.0%	-4.5%	-7.0	-1.6%	10.0%	-0.2%
CCOC(=O)c1sc(NC(=O)CSc2nnnn2-c2ccc(C)c(C)c2)nc1C	-13.3%	2.7%	-1.3%	-4.5%	-1.0%	-2.5	-5.2%	-5.5%	-5.7%
COC(=O)C(NS(=O)(=O)c1cccc(S(=O)(=O)NC(C(=O)OC)c2ccccc2)c1)c1ccccc1 (stereo not given)	1.6%	-27.7%	9.8%	0.8%	-4.3%	-2.3	3.7%	19.8%[57.1 µM]	-6.4%

The list is partial. The share of hits here may be higher or lower than overall.
